# From PubChem
# Mtb RmlCD inh = M. tuberculosis RmlC/RmlD coupled enzyme inhibitors, primary screen, biochemical, compound mixtures, 384-well, from 1536-well plates; RmlC+RmlD coupled enzyme assay, percent inhibition; primary screen in compound mixtures; inhibition, % at 3.6 µM; 160,000 compounds, 0.03% hits; AID 1533, 2009; in the data active means inhibition mostly above about 34%, no sharp cut-off; inconclusive means no clear call, values can overlap the other calls; inactive means mostly below about 22%; further: some results filed as inactive read as strong as hits
# Target sequence (P9WH09 whole entry, looked up): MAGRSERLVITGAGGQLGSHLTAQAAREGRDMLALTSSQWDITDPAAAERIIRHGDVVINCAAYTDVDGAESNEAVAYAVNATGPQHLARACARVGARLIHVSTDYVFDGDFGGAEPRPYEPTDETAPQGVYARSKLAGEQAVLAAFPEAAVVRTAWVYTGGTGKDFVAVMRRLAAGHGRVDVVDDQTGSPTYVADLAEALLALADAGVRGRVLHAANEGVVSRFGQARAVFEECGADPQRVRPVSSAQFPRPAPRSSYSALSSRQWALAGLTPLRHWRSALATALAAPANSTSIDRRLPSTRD
# Target sequence (P9WH11 whole entry, looked up): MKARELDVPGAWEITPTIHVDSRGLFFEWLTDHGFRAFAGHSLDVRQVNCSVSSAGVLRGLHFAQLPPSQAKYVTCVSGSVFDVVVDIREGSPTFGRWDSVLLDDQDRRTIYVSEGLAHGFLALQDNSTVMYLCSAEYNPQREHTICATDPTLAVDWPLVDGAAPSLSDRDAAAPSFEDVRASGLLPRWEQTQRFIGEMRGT
# GlmU inhibition = inhibition of mycobacterial GlmU enzyme – biochemical, glucosamine-1-phosphate acetyltransferase (AID 1376). inhibition, %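 (tested at 30 µM in the primary screen)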; hits with a dose series show IC50 in µM. M. tuberculosis GlmU acetyltransferase enzyme assay; higher % means a stronger effect. Bifunctional protein GlmU (Mycobacterium tuberculosis (strain ATCC 25618 / H37Rv)). 220,000 compounds, 0.25% hits; in the data active means inhibition above about 13%; inconclusive means no clear call, values can overlap the other calls;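 further: 0% = complete reaction with vehicle and 100% = reaction without substrate; strong numbers were not always called active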
# An asterisk follows results filed as active; u = inconclusive; x = no result given. An excerpt; the hit share may differ from the screen's.
# Every second line gives: Mtb RmlCD inh | GlmU inhibition
O=C(/C=C/Nc1ccc(Br)cc1F)c1ccccc1
 : -12 | 1.7%
COCCOC(=O)c1c(C)oc2ccc(OCc3ccccc3)cc12
 : x | 2.8%
Cc1ccc(S(=O)(=O)CCC(=O)NCc2ccco2)cc1
 : x | 6.1%
CCCNC(=O)C(=O)N/N=C/c1cccs1
 : x | 0.5%
COC(=O)c1ccccc1N1C(=O)[C@@H]2C(c3ccc(F)cc3)=NO[C@@H]2C1=O
 : -9 | -2.3%
CC(OC(=O)CCc1nc2ccccc2c(=O)[nH]1)C(=O)c1ccc(C(C)(C)C)cc1 (centres undefined)
 : -10 | 0.4%
CCOC(=O)C1C(c2ccccc2)N(C)OC1(O)C(F)(F)F (centres undefined)
 : 17 | -0.2%
COc1ccc(S(=O)(=O)N2Cc3ccccc3CC2C(=O)N2CCOCC2)cc1 (centres undefined)
 : x | 4.0%
CCOc1ccc(N(Cc2cc3ccc(C)cc3[nH]c2=O)C(=O)COC)cc1
 : -3 | 2.6%
CCOC(=O)C1=NN(c2ccccc2)C2=NC(C)=C(C(=O)OC)C(c3cccs3)N12 (centres undefined)
 : x | 2.2%
COC(=O)C1=C(C)NC(=S)NC1c1sccc1C (centres undefined)
 : 3 | 0.0%
CCCCc1nc(NCCO)c(C#N)c2c1CCCC2
 : 1 | -1.4%
CSCCC(NC(C)=O)C(=O)OCC(=O)N(c1ccccc1)c1ccccc1 (centres undefined)
 : 41 | 4.2%
CC(=O)c1c(N2CCN(c3ccccn3)CC2)nc(=S)n(-c2ccccc2)c1C
 : 17 | 0.2%
Cc1sc2nc3c4ccccc4c(NCc4ccco4)nn3c(=O)c2c1C
 : 4 | 5.7%
O=[N+]([O-])c1ccc(N2CCN(S(=O)(=O)c3ccc(Cl)c(Cl)c3)CC2)cc1NCCN1CCOCC1
 : -7 | -0.6%
CC(=O)NC(Cc1ccc(F)cc1)C(=O)NC1CCN(c2ncccc2[N+](=O)[O-])CC1 (centres undefined)
 : 8 | -1.2%
COc1cccc2c1CCC(NC(C)=O)C2=O (centres undefined)
 : x | 3.6%
COc1ccc(N(CC(=O)N2CCc3ccccc3C2)S(=O)(=O)c2c(C)[nH]c(=O)[nH]c2=O)cc1
 : 19 | 1.5%
CSCCOC(=O)c1[nH]c2c(c1C)C(=O)CC(c1ccco1)C2 (centres undefined)
 : 6 | 1.2%
O=C(c1ccccc1)c1ccc(Sc2ccc([N+](=O)[O-])cc2)cc1
 : 0 | -3.1%
CC(NC(N)=O)C(=O)Nc1ccc(Cl)c(S(=O)(=O)Nc2ccc(Br)cc2)c1 (centres undefined)
 : -9 | -2.2%
COc1ccc(-c2cc(C(=O)Nc3sc4c(c3C#N)CCCC4)c3ccccc3n2)cc1
 : 2 | 1.4%
Cc1cccc(C)c1NC(=S)N(CCN(C)C)Cc1cccs1
 : 7 | 9.3%
C=CCNC(=O)C1CCN(c2nc(C)cc(-c3ccccc3)n2)CC1
 : -10 | 5.3%
COCCCNC(=O)c1cc(Sc2ccc(F)cc2)nc2ccccc12
 : -16 | 1.0%
CN(C)CCCOC(=O)c1ccc(Br)cc1
 : x | -2.1%
COc1nc(OC)nc(N2CCC(C(=O)Nc3cccc4ccccc34)CC2)n1
 : x | 1.2%
Cc1ccc2n(n1)c(=O)c(Cc1ccccc1)c([O-])[n+]2-c1ccccc1
 : 7 | 1.8%
CCCC(=O)NCCc1nc2ccccc2n1CC(=O)c1ccccc1
 : x | -1.8%
OCC1(Cc2ccccc2)CCN(C2CCN(c3ccc(F)c(F)c3)CC2)CC1
 : -11 | -0.4%
COc1ccc(/C=C/CN2CCC(CO)(Cc3ccccc3Cl)CC2)cc1
 : -5 | 4.7%
O=C(c1ccc2c(c1)OCCCO2)N1CCCCC1
 : -7 | x
CC(C)Cc1nc2sc3c(SCC(N)=O)ncnc3c2c2c1CCC2
 : u | 5.4%
CCCCc1ccc(S(=O)(=O)Nc2cc(C)on2)cc1
 : -6 | -4.6%
O=C(O)/C=C\C(=O)Nc1cccc(NC(=O)c2ccccc2)c1
 : -17 | 0.1%
Cc1ccc(CNC(=O)c2cccnc2Cl)cc1
 : -10 | 2.6%
CC(C)CC1=NN(C(=O)c2ccco2)C(O)(C(F)(F)F)C1 (centres undefined)
 : x | 8.4%
CC(C)c1nc2sc3c(NCc4ccccc4)ncnc3c2c2c1COC(C)(C)C2
 : -8 | 3.4%
O=C1c2ccccc2S(=O)(=O)N1Cc1cc(=O)n2ccsc2n1
 : x | 2.4%
O=C1CC(/C=C/c2ccccc2)(C(=O)NC2CCCC2)N1c1ccc(S(=O)(=O)N2CCCC2)cc1 (centres undefined)
 : x | 1.4%
C(=N\n1cnnc1)/c1ccc2c(c1)OCCO2
 : x | -8.4%
O=C(O)c1cc(Sc2ccc(Br)cc2)nc2ccccc12
 : -4 | -7.0%
OCC[N+]12CCC(CC1)C(C(O)(c1ccccc1)c1ccccc1)C2 (centres undefined)
 : -8 | 1.6%
OCCOCCNc1ncnc2nc[nH]c12
 : -8 | -6.0%
Cc1ccccc1-c1ccc(C(=O)NCc2ccccc2)o1
 : x | 0.5%
Cc1cccc(NS(=O)(=O)c2ccc3c(c2)OCCO3)c1
 : x | -1.4%
O=C(CCn1c(=O)c2ccccc2n(CC(=O)NC2CCCC2)c1=O)NCCc1ccc(Cl)cc1
 : x | 1.7%
O=C(c1ccc(C(=O)N2CCCc3ccccc32)s1)N1CCCc2ccccc21
 : 8 | 2.8%
NC(=O)c1ccccc1NC(=O)/C=C/C(=O)O
 : -6 | -7.7%
O=C(Cc1ccc(S(=O)(=O)N2CCCCC2)s1)Nc1cccc2ccccc12
 : 74 | 3.0%
O=C(Nc1c(Cl)cccc1Cl)c1cc(=O)n(Cc2ccccc2)c(=O)[nH]1
 : -2 | -0.8%
Cc1cccc2c(=O)c(C(=O)NCc3cccs3)c[nH]c12
 : x | 5.0%
OCCCNCc1cccc2ccccc12
 : x | 2.2%
O=S(=O)(NCC1CCCO1)c1ccc(S(=O)(=O)N(Cc2ccccc2F)C2CCCCC2)cc1 (centres undefined)
 : x | 5.2%
NC(=O)CSc1nnc(SCc2ccc(F)cc2)s1
 : x | -3.6%
CC(=O)N1CCN(CC(=O)Nc2ccc3c(c2)CCC3)CC1
 : x | -7.5%
CCn1c(SCC(=O)c2ccc(OC)cc2)nnc1C1CC1
 : x | -4.8%
Nc1nnnn1CC(=O)N/N=C/C=C/c1ccccc1
 : 7 | -4.6%
Cc1cc2ccccc2n1CCC(=O)O
 : 22 | -4.8%

# Of the compounds above, these have a cyano group:
# Every second line gives: Mtb RmlCD inh | GlmU inhibition
CCCCc1nc(NCCO)c(C#N)c2c1CCCC2
 : 1 | -1.4%
COc1ccc(-c2cc(C(=O)Nc3sc4c(c3C#N)CCCC4)c3ccccc3n2)cc1
 : 2 | 1.4%

# The results go on:
# Every second line gives: Mtb RmlCD inh | GlmU inhibition
COc1ccc(NC(=O)CCNC(=O)Cn2ccc3ccccc3c2=O)c(OC)c1
 : 10 | 1.0%
O=C(Nc1ccccc1-c1ccccc1)C(c1ccccc1)c1ccccc1
 : u | 1.0%
COc1cccc(-c2nn(C)c3sc(C(=O)N4CCOCC4)cc23)c1
 : 32 | 3.5%
Cc1ccccc1N1CCN(CCCCN2C(=O)C3CCCN3C2=O)CC1 (centres undefined)
 : -12 | 2.4%
O=C1CCCC(=O)C1Sc1ccc(Cl)cc1
 : 14 | 0.6%
O=C(COc1nncc2ccccc12)Nc1c(F)c(F)c(F)c(F)c1F
 : -46 | 1.4%
CCC(C)c1ccc(NC(=O)COC(=O)C2=COCCO2)cc1 (centres undefined)
 : 5 | 3.1%
Cc1ccc(-c2nnc(OCc3cccnc3)c3ccccc23)cc1
 : 0 | 0.8%
COc1ccc(Cl)cc1N1C(=N)SCC1=O
 : -8 | -2.7%
O=C(CSc1ncn[nH]1)NCCc1ccccc1
 : x | -8.6%
O=C(CNS(=O)(=O)c1ccccc1)OCC(=O)c1ccc([N+](=O)[O-])cc1
 : -8 | 6.5%
CCn1nc(C(=O)Nc2cccc3ccccc23)c(Cl)c1Cl
 : x | -7.7%
O=C(c1ccccc1)N1CCCCC(Sc2nnnn2-c2ccccc2)C1=O (centres undefined)
 : x | 1.1%
CCC(C)n1c(=N)c(C#N)cc2c(=O)n3cccc(C)c3nc21 (centres undefined)
 : 17 | -6.0%
CCOC(=O)CNC(=O)CSc1nc(C)cc(C)c1C#N
 : 6 | 3.6%
CN(C)C(=O)c1ccc(COc2ccccc2Br)o1
 : 9 | -2.6%
OCCN(CCO)c1ccc2ccccc2c1
 : -7 | 2.7%
CC1=C(C)CC(C(=O)N2CCN(Cc3ccc4c(c3)OCO4)CC2)C(C(=O)O)C1 (centres undefined)
 : 3 | 3.0%
Cc1cc(NC(=O)CCC(=O)N(C2CC2)C2(C(=O)NC3CCCC3)CCC(C)CC2)no1 (centres undefined)
 : x | 2.4%
Cc1ccc(CS(=O)(=O)CCC(=O)NCC2CCCO2)cc1 (centres undefined)
 : -6 | 1.0%
CC(C)(C)c1ccc(OCC(=O)N2CCN(C=O)CC2)cc1
 : 14 | 3.0%
Cc1cccc(NC(=O)c2ccccc2C(=O)O)c1
 : 88 | 3.8%
Fc1ccc(OCCCCCCN2CCCC2)cc1
 : -8 | 5.4%
CCOc1ccc(-n2c(O)c(N=Nc3c(C)n(C)n(-c4ccccc4)c3=O)c(=O)[nH]c2=O)cc1
 : -10 | 2.9%
Cc1nn2c(-c3ccccn3)ccnc2c1Br
 : -3 | -0.8%
Cc1ccccc1NC(=O)CCN1CCc2ccccc2C1
 : 33 | 0.5%
Cc1ccc(-c2nc3ncccc3o2)cc1NC(=O)c1sc2ccccc2c1Cl
 : x | -0.9%
COc1ccc(CCN2C(=O)CC(Cc3ccccc3)C2=O)cc1OC (centres undefined)
 : 12 | 5.4%
CC(C)CNC(=S)NNC(=O)c1ccc2c(c1)OCO2
 : 6 | x
COc1ccc2nc(Cl)c(C3CC(c4ccco4)=NN3C(=O)CCC(=O)O)cc2c1 (centres undefined)
 : 9 | 6.3%
O=C(/C=C/Nc1nccs1)C(F)(F)Cl
 : 3 | -7.5%
O=C(OCc1cccc2ccccc12)c1ccc2c(=O)[nH]c(CN3CCOCC3)nc2c1
 : 1 | -3.0%
CCCCN1C(N)=NC[C@@H]1c1ccccc1
 : x | -2.4%
O=C(CSc1ccsc1[N+](=O)[O-])N1CCCCC1
 : 7 | -5.0%
COc1ccccc1Nc1ncccc1C(=O)NCc1ccccc1
 : -13 | -0.5%
CCOc1ccc(CN2CCN(CC(O)Cn3c4ccccc4c4ccccc43)CC2)cc1 (centres undefined)
 : x | -1.9%
Fc1ccc(Oc2ncccn2)c(F)c1
 : -9 | -3.3%
C/C(=N\Nc1nc(C)cc(-c2ccccc2)n1)c1ccc(C)o1
 : 13 | 1.6%
CCCCC(=O)Nc1cccc(-c2nc3ncccc3o2)c1
 : 16 | 3.9%
S=c1[nH]ncn1/N=C/c1cccs1
 : x | 0.8%
CCOC(=O)CNC(=O)Nc1nnc(-c2ccc(OCC)cc2)o1
 : 5 | 6.9%
COC(=O)C(C(=O)OC)c1ccccc1[N+](=O)[O-]
 : x | 4.6%
CCC(=O)Nc1ccc(-c2cc(-c3ccccc3)nc(-c3ccc(NC(=O)CC)cc3)n2)cc1
 : x | -2.0%
CC1(C)CC(=O)c2cnc(NC(=O)c3ccco3)nc2C1
 : 9 | 3.4%
CN(Cc1ccccc1)CC(O)COc1ccc(CNCc2cccnc2)cc1 (centres undefined)
 : 85 | 1.6%
CN1CCN(c2ncnc3ccc(Br)cc23)CC1
 : x | 1.8%
Cn1nc(C(=O)NC2=NCCS2)ccc1=O
 : x | 5.4%
CCCSc1nc(O)c(CC)c(=O)n1C(C)CC (centres undefined)
 : x | 4.3%
CCCCC(=O)Nc1cccc(C(=O)Nc2ccccc2C(=O)O)c1
 : 4 | 4.8%
COc1ccc(OC(=O)c2ccc(Cl)cc2)c(C(C)=O)c1
 : -3 | -0.3%
Cc1cc(C)cc(Oc2nc(-c3ccccc3)cc(C)c2S(C)(=O)=O)c1
 : 1 | 1.2%
COc1ccc(Cn2c(C(F)(F)F)ccc(C(N)=O)c2=O)cc1
 : -3 | -4.1%
CC(=O)NC(=S)Nc1ccc(S(=O)(=O)Nc2nc(C)cc(C)n2)cc1
 : 6 | 1.8%
Cc1ccc(C(=O)O/N=C2\CCCc3ccccc32)cc1
 : x | 2.7%
NC(=O)[C@@H]1CCNc2c(I)cc([N+](=O)[O-])cc2C(=O)N[C@@H](CCC(=O)O)C(=O)N[C@@H](CO)C(=O)N1
 : x | -2.4%
Cn1c(=O)[nH]c(=O)c2c1nc(Br)n2CC(O)COc1ccc(Cl)cc1 (centres undefined)
 : -6 | 2.1%

# An excerpt of these results, bar-delimited:
mol | Mtb RmlCD inh | GlmU inhibition
CCCSc1nc(O)c(CC)c(=O)n1C(C)CC (centres undefined) | x | 4.3%
CCCCC(=O)Nc1cccc(C(=O)Nc2ccccc2C(=O)O)c1 | 4 | 4.8%
COc1ccc(OC(=O)c2ccc(Cl)cc2)c(C(C)=O)c1 | -3 | -0.3%
Cc1cc(C)cc(Oc2nc(-c3ccccc3)cc(C)c2S(C)(=O)=O)c1 | 1 | 1.2%

# Entries of single compounds from above:
# Shown for NC(=O)[C@@H]1CCNc2c(I)cc([N+](=O)[O-])cc2C(=O)N[C@@H](CCC(=O)O)C(=O)N[C@@H](CO)C(=O)N1 = Mtb RmlCD inh: x; GlmU inhibition: -2.4%
# Shown for CCOC(=O)CNC(=O)Nc1nnc(-c2ccc(OCC)cc2)o1 = Mtb RmlCD inh: 5; GlmU inhibition: 6.9%
